sPLA2-III inh – Inhibits HGIII-sPLA2 liposome hydrolysis, primary screen; QFRET BODIPY PC-A2 liposome hydrolysis, fluorescence; AID 743126; hit rate 0.56% among 370,000; inhibition, % at 12.2 µM;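 active means inhibition above mean plus 3 SD of compounds lying within the high and low control bounds, cut at about 19% in these data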;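 further: 0% = median of test compound wells and 100% = no enzyme DMSO wells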
NPR1 activator – GC-A (human) enzyme activation; HEK293 GC-A cells, cGMP TR-FRET, EC30 ANP; 0% at EC30 ANP, 100% saturating ANP; hit rate 0.14% among 370,000; activation, % at 10 µM; in the data active means activation above about 40%
Target sequence (P16066 whole entry, looked up): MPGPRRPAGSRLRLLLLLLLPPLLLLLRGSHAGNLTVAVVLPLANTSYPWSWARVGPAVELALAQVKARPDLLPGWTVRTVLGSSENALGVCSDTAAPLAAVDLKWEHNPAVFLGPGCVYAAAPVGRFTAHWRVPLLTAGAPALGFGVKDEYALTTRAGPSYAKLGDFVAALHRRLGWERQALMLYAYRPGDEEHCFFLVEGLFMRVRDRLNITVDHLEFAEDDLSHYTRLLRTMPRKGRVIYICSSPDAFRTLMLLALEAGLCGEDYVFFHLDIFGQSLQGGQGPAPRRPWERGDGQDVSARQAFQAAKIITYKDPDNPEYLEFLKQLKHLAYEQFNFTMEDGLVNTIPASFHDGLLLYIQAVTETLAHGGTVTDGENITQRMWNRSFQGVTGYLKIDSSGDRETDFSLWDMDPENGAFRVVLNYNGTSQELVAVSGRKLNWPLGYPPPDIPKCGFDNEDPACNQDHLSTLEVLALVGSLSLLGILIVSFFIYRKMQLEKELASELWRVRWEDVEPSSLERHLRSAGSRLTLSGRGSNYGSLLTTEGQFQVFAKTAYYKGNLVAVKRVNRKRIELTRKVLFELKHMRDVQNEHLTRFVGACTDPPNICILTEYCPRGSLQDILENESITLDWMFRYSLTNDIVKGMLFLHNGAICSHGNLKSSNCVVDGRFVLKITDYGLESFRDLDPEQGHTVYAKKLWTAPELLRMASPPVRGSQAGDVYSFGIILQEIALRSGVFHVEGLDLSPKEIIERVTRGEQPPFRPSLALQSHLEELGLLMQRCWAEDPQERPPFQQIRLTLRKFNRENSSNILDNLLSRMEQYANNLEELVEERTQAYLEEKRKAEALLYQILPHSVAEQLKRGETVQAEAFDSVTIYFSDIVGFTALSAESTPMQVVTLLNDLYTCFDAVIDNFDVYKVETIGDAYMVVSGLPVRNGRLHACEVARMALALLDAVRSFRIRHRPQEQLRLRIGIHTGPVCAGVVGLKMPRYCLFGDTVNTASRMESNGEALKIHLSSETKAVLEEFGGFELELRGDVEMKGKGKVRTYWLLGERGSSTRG
DAX1 inh-1 – inhibitors of human orphan nuclear receptor DAX1 (NR0B1). P51843. HEK293 Gal4-DAX1 luciferase reporter, luminescence. inhibition, % at 6.75 µM. hit rate 0.99% among 340,000. AID 504766;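 active means inhibition above the mean over all tested compounds plus 3 SD, cut at about 4.2% in these data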;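 further: 0% = DAX1-transfected cells with DMSO and 100% = empty-vector control cells with DMSO; inhibition shows as a rise in luminescence from relieved DAX1 repression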
hgDAF12 agonist – activates the H. glycines DAF-12 receptor ligand-binding domain; HEK293 GAL4-hgDAF12 UAS-luciferase reporter, agonist luminescence; normalized to butyrate control; activation, % at 6.8 µM; hit rate 1.8% among 370,000;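 active means activation above a cutoff set at the mean of all screened compounds plus 3 SD, cut at about 10% in these data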;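 further: 0% = DMSO wells and 100% = sodium butyrate wells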
FXN GAA850 act – activators of GAA850 frataxin (FXN) promoter | HEK293 lucGAA850 FXN promoter luciferase reporter, 24 h; percent of 10 µM SAHA response | activation, % at 6 µM | hit rate 0.56% among 360,000 | AID 540364;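 active means activation above the average of all compounds screened plus 3 SD, cutoff fixed separately per campaign, cut at about 7.5% in these data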;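 further: 0% = DMSO wells and 100% = 10 µM SAHA wells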
SMARCA2 activ – increases SMARCA2 function in MMTV reporter cells. MG213 cells, MMTV-luciferase reporter, dexamethasone, overnight. activation, % at 9.1 µM. hit rate 1% among 370,000; in the data active means activation above about 7.8%;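 further: 0% = vehicle wells and 100% = reference activator wells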
NPR2 activator – GC-B (human) receptor activation | P20594 | HEK293-GC-B cells, CNP EC30, cGMP TR-FRET; 0% at EC30 CNP, 100% saturating CNP | activation, % at 10 µM | hit rate 0.11% among 370,000 | AID 1920062;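 active means activation at 10 µM reaching about 35% in either raw or pattern-adjusted values, limit read from the data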
ssDAF-12 act – activators of S. stercoralis DAF-12 nuclear receptor; AID 652126; activation, % at 6.8 µM; hit rate 1% among 370,000; HEK293 ssDAF-12/GRIP1 lit1-tk-luc reporter, luminescence; % of 3 µM dafachronic acid response;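 active means activation above the mean over all tested compounds plus 3 SD, cut at about 0.9% in these data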;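 further: 0% = DMSO-only wells and 100% = 3 µM delta7-dafachronic acid wells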
hcDAF12 agonist – activators of H. contortus DAF-12 nuclear receptor; HEK293 hcDAF-12 lit1-tk-luc reporter, luminescence; 0% DMSO, 100% Δ7-dafachronic acid; activation, % at 6.8 µM; AID 652067; hit rate 1.4% among 370,000;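 active means activation above the mean of all tested compounds plus 3 SD, cut at about 5.5% in these data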;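 further: 100% = response to 3 µM Δ7-dafachronic acid high control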
proKLK7 act – activators of human kallikrein-7 zymogen; activation, % at 7 µM; hit rate 0.9% among 370,000; AID 652039; purified proKLK7, EDANS-DABCYL substrate fluorescence; 100% is mature enzyme control, 0% vehicle; P49862;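 active means activation above the mean of all tested compounds plus 3 SD, computed per campaign excluding outliers beyond control limits, cut at about 13% in these data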
DAX1 inh-2 – DAX1 (NR0B1) inhibition, primary screen; HEK293T StAR-luciferase reporter, SF-1/DAX-1 repression relief; inhibition, % at 6.8 µM; hit rate 1.1% among 370,000; AID 652010;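 active means inhibition above the mean over all tested compounds plus 3 SD, cut at about 3.6% in these data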;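 further: 0% = DAX-1 cells with DMSO and 100% = cells lacking DAX-1 with DMSO; higher inhibition means more luminescence from relief of DAX-1 repression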
* = called active by the depositor; / = no result given; & = joins results of further samples. An unsorted share of the library; 6.7% or so of the library scored in one or more.

Values run as follows: sPLA2-III inh	NPR1 activator	DAX1 inh-1	hgDAF12 agonist	FXN GAA850 act	SMARCA2 activ	NPR2 activator	ssDAF-12 act	hcDAF12 agonist	proKLK7 act	DAX1 inh-2
> Cc1nn(-c2ccccc2)c2nc(N)c(C#N)c(-c3ccc(F)cc3)c12
 : -9.0	8.6	-0.6	-1.5	2.4	-1.8	-4.9	-1.9	-2.7	-25.2	-0.8
> Cc1cc(OCC(=O)N2CCCCCC2)ccc1[N+](=O)[O-]
 : 4.0	4.3	2.0	12.3*	5.9	3.8	-0.8	0.7	0.2	0.3	2.0
> COc1ccc(N2CCN(C(=O)COC(=O)CNC(=O)c3cccc(OC(F)F)c3)CC2)cc1
 : 3.0	-2.6	-0.6	-1.7	0.2	3.2	-0.7	-0.9	0.0	-0.6	-0.5
> COC(=O)Nc1ccc(SCC(=O)c2ccccc2)cc1
 : -43.0	2.8	-0.5	2.3	2.1	3.2	0.9	-0.7	0.1	0.1	0.1
> Clc1ccc2nc(CSc3nc4ccccc4o3)cn2c1
 : 3.0	-2.6	1.2	8.5	2.2	4.2	-7.4	0.0	5.5	0.0	2.8
> O=C(N/N=C/c1cccc(O)c1)c1csc2ccccc12
 : -6.7	1.9	1.6	1.5	-1.2	4.7	-2.7	-0.6	-1.0	0.0	-0.3
> COc1ccc(CCNC(=O)CCCn2c(=O)c3cccn3c3cccnc32)c(OC)c1
 : -3.4	0.4	-0.1	0.3	3.8	-1.2	-5.5	-1.4	-3.1	0.6	-1.2
> CC1=CS(=O)(=O)CC1Sc1nc2ccccc2[nH]1 (stereo not given)
 : 4.3	1.4	0.2	1.9	1.1	-0.2	0.8	-1.0	-1.4	-0.2	0.2
> O=C(NCc1cccs1)C(Cc1ccccc1)n1cccc1 (stereo not given)
 : -30.3	4.6	-0.3	3.1	0.5	-0.5	4.5	-1.5	0.7	0.7	-0.6
> CC(CN1CCCCC1)c1ccccc1 (stereo not given)
 : 3.4	-4.6	-1.9	-1.8	-1.3	1.0	2.4	-1.4	0.8	-0.4	0.3
> CC1CCN(C(=O)CNC(=O)CNS(=O)(=O)c2ccccc2)CC1
 : -5.1	3.5	-1.3	0.8	0.6	0.7	4.4	-1.3	-1.3	-0.1	-0.1
> CCc1ccc(NC(=O)N2CCN(c3ccc(F)cc3)CC2)cc1
 : -1.4	3.7	-1.2	-1.7	1.0	-6.8	-0.3	-1.6	-3.6	-0.4	-0.3
> COc1cccc(CC(=O)Nc2ncc(C)s2)c1
 : -1.9	3.1	-0.8	1.7	1.1	1.7	1.7	-0.2	1.3	0.6	-0.3
> COc1cccc(NC(=O)CN(C)S(=O)(=O)c2ccc3c(c2)n(C)c(=O)c(=O)n3C)c1
 : 1.2	1.1	1.2	2.7	1.9	-0.5	-1.0	-0.7	-1.0	1.5	0.3
> CCCCn1c(N)c(N(Cc2ccccc2OC)C(=O)CCSC)c(=O)[nH]c1=O
 : -3.1	2.9	-0.2	-2.6	0.7	1.9	-7.8	-1.2	-0.6	0.1	-1.5
> CCCCCCCCCc1conc1C(=O)CP(=O)(OC)OC
 : -18.1	0.6	/	-1.7	/	-0.5	7.2	-1.3	-1.1	0.0	-0.7
> Cn1ccnc1C(O)(c1nnc(-c2ccccc2)o1)C(F)(F)F (stereo not given)
 : -3.3	4.0	1.3	-0.2	-2.2	0.1	0.6	-0.9	-1.0	0.6	0.0
> Cn1c(=O)c2c(-c3ccccc3)n(-c3ccccc3F)cc2n(C)c1=O
 : 1.9	-10.4	/	-4.5	/	0.9	-6.3	-1.4	-1.5	0.2	-1.5
> Cc1cc(C)n2nc(C(=O)Nc3cccc(S(=O)(=O)N4CCOCC4)c3)nc2n1
 : 6.3	0.8	-0.4	0.2	1.8	1.6	1.6	-0.4	-1.2	-0.7	0.4
> CCCc1cc(=O)[nH]c(SCCOc2ccc(Cl)cc2)n1
 : -3.9	-1.3	0.1	3.0	-3.7	0.2	7.9	-1.6	-1.1	1.3	0.3

A few values from the results shown.
Entry for `CCc1ccc(NC(=O)N2CCN(c3ccc(F)cc3)CC2)cc1` under FXN GAA850 act: 1.0
Entry for `Cc1nn(-c2ccccc2)c2nc(N)c(C#N)c(-c3ccc(F)cc3)c12` under FXN GAA850 act: 2.4

Later entries.
Values run as follows: sPLA2-III inh	NPR1 activator	DAX1 inh-1	hgDAF12 agonist	FXN GAA850 act	SMARCA2 activ	NPR2 activator	ssDAF-12 act	hcDAF12 agonist	proKLK7 act	DAX1 inh-2
> O=C(Nc1ccccc1)N1CCSc2cc(Cl)ccc21
 : 7.8	0.1	3.7	2.8	-0.5	2.4	-3.7	-0.8	0.3	0.5	-0.2
> O=C(NC(=O)c1ccccc1)Nc1ccc(Cl)cn1
 : 0.9	-1.5	1.0	8.9	2.3	3.6	-0.3	-0.1	3.6	-0.1	7.9*
> COC(=O)c1ccc(C)c(NC(=S)NCc2ccc(Cl)cc2)c1
 : 9.0	2.4	1.6	2.4	-1.9	-2.0	0.6	-0.2	-0.3	-0.7	0.1
> CCCCN(C)C(=O)c1cccc(OC2CCN(CC(C)(C)C)CC2)c1
 : 1.8	-0.3	1.5	0.1	0.7	-2.5	-2.5	-0.1	1.1	-1.1	-0.2
> OCCC1CN(Cc2nc3c(s2)CCCC3)CCN1CCc1ccccc1 (stereo not given)
 : -11.0	-3.5	-0.4	-0.1	0.6	-2.2	3.9	-0.9	2.0	-0.1	-0.1
> CCOc1ccc(-c2nc(S(=O)(=O)c3ccccc3)c(NCc3cccnc3)o2)cc1
 : -14.3	-16.5	-1.2	0.4	-2.1	-0.7	-3.8	-0.8	-1.7	-0.1	-1.4
> CN(C)c1ccc2c(=O)cc[nH]c2c1
 : 2.8	6.2	/	-1.1	/	0.6	-9.2	-1.9	-1.6	79.6*	-2.9
> COc1ccc(C(=O)Nc2ccc(Cl)cc2C(=O)NCc2ccco2)cc1
 : -4.2	3.9	0.5	1.3	-5.6	-4.7	11.3	-1.8	0.0	0.6	0.3
> CC1CC1C(=O)OCC(=O)Nc1cccc(Br)c1 (stereo not given)
 : -2.4	1.2	0.0	-0.5	0.5	1.2	4.3	-0.5	-0.5	-0.4	0.1
> COc1cccc(-n2nnnc2SCC(=O)NCCc2ccc(OC)c(OC)c2)c1
 : -4.8	-5.2	0.1	0.4	2.5	1.8	4.8	-0.7	1.4	0.0	-0.4
> COc1ccc(CCCNC(=O)C2(C)Cc3c(-c4ccc(C(N)=O)cc4)ccnc3O2)cc1 (stereo not given)
 : 5.9	-9.3	/	-6.1	0.9	-3.0	-14.7	-2.0	-2.4	0.2	-1.2
> CCOc1ccc(CCNC(=O)c2cccc3c2C(=O)N(CCOC)C3)cc1OCC
 : -3.6	1.9	0.1	-1.3	2.0	1.8	3.6	-0.3	-3.1	-0.2	-0.1
> C/C(=C\C(=S)Nc1ccccc1)Nc1cccc2ccccc12
 : 6.3	-0.6	1.4	0.8	1.7	2.0	-0.6	-0.5	3.5	-10.6	-0.6
> CC(=O)c1cccc(N=Cc2c(O)c3ccccc3oc2=O)c1
 : 1.8	-5.1	3.8	-1.3	-2.1	-2.9	-3.2	-1.0	0.4	0.0	0.4
> Cc1ccc(C(NC(N)=O)c2ccccc2C)cc1 (stereo not given)
 : 9.1	-3.9	0.0	-1.1	3.4	0.3	-1.8	-1.0	-1.6	0.7	-0.2
> CCOC(=O)C1=C(C)Nc2nc(SCC(=O)OC)nn2C1c1cc(F)cc(F)c1 (stereo not given)
 : -0.7&2.0	-11.0&-4.4	-0.3&2.9	3.9&1.5	-1.7&-3.0	1.7&-1.2	-0.9&-6.3	-1.0&-0.2	-1.3&-0.9	0.0&0.6	0.1&0.4
> COC(=O)c1ccc(Sc2ccccc2NS(=O)(=O)c2ccc(NC(C)=O)cc2)nc1
 : -3.5	2.8	0.3	-0.9	3.0	-2.8	1.7	-0.5	0.0	-0.8	1.1
> C(=C\c1nc(-c2cccnc2)no1)/c1ccccc1
 : -1.3	2.0	1.1	13.3*	8.7*	3.6	-2.5	1.0*	2.6	-0.2	2.5
> CC(C)(C)NC(=O)C1CC(=O)OC12CCOC(C)(C)C2 (stereo not given)
 : -0.4	5.0	0.6	-1.1	-0.3	-1.5	2.5	-0.9	-0.3	0.5	-0.4
> CC(C)C[C@H]1COCCS(=O)(=O)N1Cc1cccc(F)c1
 : -0.6	1.5	0.1	0.4	-1.2	-0.6	-1.2	-1.2	-1.1	-0.7	0.1
> Cc1cccc(C)c1NC(=O)CN(C)C(=O)c1cccc(-n2cccc2)c1
 : -3.1	-2.0	-0.8	0.9	0.1	0.4	-1.4	-1.1	-0.1	0.0	1.4
> Cc1ccc(NNC(=O)c2c(C)noc2C)cc1Cl
 : -0.2	0.9	-1.4	0.6	0.8	11.9*	-2.7	-1.2	-0.1	0.8	0.5
> O=C(NCC(F)(F)F)C1C(=O)Nc2ccccc2C(=O)N1Cc1ccccc1 (stereo not given)
 : 1.7	-0.9	/	4.6	/	-2.2	4.2	-1.0	-0.7	0.5	-0.6
> Cc1cccc(OC(=O)C2C(c3ccccc3)C(C(=O)O)C2c2ccccc2)c1 (stereo not given)
 : -23.9	-3.4	-1.1	1.1	-0.7	-4.5	0.7	-0.4	-0.9	0.1	-0.1
> CCN(CC)CCn1c(SCC(=O)Nc2ccc3c(c2)CCC3)nc2ccccc2c1=O
 : 4.6	-8.7	0.9	0.8	2.6	-2.1	-1.6	-1.7	-0.2	0.1	1.6
> Cc1ccc(C)c(NC(=S)Nc2cccnc2)c1
 : 3.1	3.3	0.5	-3.0	2.1	2.2	2.3	-1.7	-0.1	0.4	0.2
> O=C(NCc1cccs1)C1CC1
 : 2.2	5.0	0.5	-2.6	-2.6	-0.9	1.9	-0.2	-0.1	-0.1	0.7
> CCOCc1[nH]c(=S)[nH]c(=O)c1Cc1ccc(OCC)cc1
 : 5.7	1.6	0.6	1.3	3.0	-1.3	-5.0	-0.5	-1.3	-0.1	0.1
> CCOC(=O)NC(c1ccc(C(C)C)cc1)C(Cl)(Cl)Cl (stereo not given)
 : 3.4	0.2	-1.3	0.1	0.1	-0.6	0.4	-1.2	-2.3	0.5	0.1
> COc1ccc(CCNC(=O)COc2cccc3c2OC(C)(C)C3)cc1OC
 : 2.6	0.5	-0.5	0.6	-1.0	-0.5	-2.9	-1.2	-1.8	-0.8	-1.6
> CCCCCCC1/C(=N\NC(=O)c2ccccc2)CCC1C(=O)OC (stereo not given)
 : 0.2	4.4	3.8	8.5	2.1	-1.0	4.9	0.2	5.2	0.3	1.4
> Cc1ccc(S(=O)(=O)NCC(=O)OC(C)C(=O)NC(=O)NC2CCCCC2)cc1C (stereo not given)
 : -18.8	-1.2	0.1	0.2	1.1	-1.0	-0.2	-0.7	-0.5	0.3	-1.3
> CC(C)C(=O)NCCc1nc(-c2ccccc2)no1
 : 7.3	0.7	-0.3	2.3	0.6	0.6	-1.7	-1.2	3.0	-0.2	1.0
> COc1ccc(NC(=O)CSc2nnc(-c3cccnc3)o2)cc1
 : 2.5	1.4	1.1	0.9	0.9	-2.0	-0.4	-0.5	-1.4	-0.4	-0.5
> COc1cc(OC)cc(C(C)c2ccc(C)cc2)c1 (stereo not given)
 : 5.1	0.2	/	4.1	/	/	-4.2	-0.8	-0.8	/	/

Source: PubChem (several laboratories)
